# Screening results: PubChem BioAssay, National Center for Advancing Translational Sciences (NCATS)
# Cycloheximide cs: Cycloheximide Counterscreen for Small Molecule Inhibitors of Shiga Toxin; 300,000 compounds, 12% hits; cell reporter, cycloheximide protein synthesis inhibition counterscreen; max response, %; AID 2314, 2010; in the data active = max response mostly above about 13%, no sharp cut-off; inactive = mostly below about 14%; note: read at 38.3 µM for the half of the compounds with a filed dose; 0% is about no effect
# HCV inhibitor: qHTS Assay for Inhibitors of Hepatitis C Virus (HCV) | Huh7.5.1 HCVcc-Cre infection, luciferase reporter, 44 h | Potency, µM (titrated, usually from 41.8 µM), without a hit: top-dose activity change, negative = inhibition, actives largely listed as inhibitors | 340,000 compounds, 3.4% hits | AID 651820, 2012; note: potency is the fitted concentration of half-maximal effect; % is set by controls: 0 for no effect and ±100 for the full control effect
#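 Reporter virus HCVcc-Cre (~0.5 moi) infects cells exposed to compound; seeding density 1,000 cells/well with 4 h settling beforehand. Luminescence, 15 sec read, taken 44 h post-infection following a 15 min RT substrate incubation.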
# Pf growth 96h: Primary qHTS for delayed death inhibitors of the malarial parasite plastid, 96 hour incubation. P. falciparum luciferase reporter growth, 96 h. Potency, µM (titrated, usually from 28.7 µM), for inactives: top-dose activity change, negative = inhibition, hits mostly inhibitors. 320,000 compounds, 6.9% hits. AID 504834, 2011; note: potency is the fitted concentration of half-maximal effect; % is set by controls: 0 for no effect and ±100 for the full control effect
#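 P. falciparum expressing integrated firefly luciferase, in erythrocytes at 2% hematocrit, 0.05% parasitemia, incubated with compounds 96 h at 37 C, 5% CO2. Growth inhibition read as loss of luminescence; two-generation exposure targets delayed-death apicoplast inhibitors.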
# Pf growth 48h: Primary qHTS for delayed death inhibitors of the malarial parasite plastid, 48 hour incubation. AID 504832, 2011. Potency, µM (doses to about 28.7 µM), without a hit: at the highest dose activity change, negative = inhibition, most hits filed as inhibitors. P. falciparum luciferase growth in erythrocytes, 48 h. 310,000 compounds, 5.9% hits; note: potency is the fitted concentration of half-maximal effect; % is set by controls: 0 for no effect and ±100 for the full control effect
#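 Luciferase-expressing parasites in RBCs, 2% Hct / 0.1% parasitemia final; RPMI 1640 + 0.5% Albumax; 37 C, 5% CO2, one generation; luminescence read-out, lower signal = inhibition.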
# Shiga inhibitor: A qHTS for Small Molecule Inhibitors of Shiga Toxin | Vero cells, Shiga toxin protein synthesis inhibition reporter | inhibition, % at 38.7 µM | 290,000 compounds, 9.2% hits | AID 2315, 2010; in the data active = inhibition mostly above about 28%, no sharp cut-off; inactive = mostly below about 43%; note: 0% is about no effect
# Giardia FBPA inh: qHTS Assay for Inhibitors of Fructose-1,6-bisphosphate Aldolase from Giardia Lamblia; purified Giardia FBPA; 290,000 compounds, 0.71% hits; A8B2U2; Potency, µM (titrated, usually from 59.6 µM), for inactives: top-dose activity, negative = inhibition, actives largely listed as inhibitors; AID 2451, 2010; note: potency is the fitted concentration of half-maximal effect; % is set by controls: 0 for no effect and ±100 for the full control effect; nearly all actives have a fitted effect of over 55% in size
# Target sequence (A8B2U2 whole entry, looked up): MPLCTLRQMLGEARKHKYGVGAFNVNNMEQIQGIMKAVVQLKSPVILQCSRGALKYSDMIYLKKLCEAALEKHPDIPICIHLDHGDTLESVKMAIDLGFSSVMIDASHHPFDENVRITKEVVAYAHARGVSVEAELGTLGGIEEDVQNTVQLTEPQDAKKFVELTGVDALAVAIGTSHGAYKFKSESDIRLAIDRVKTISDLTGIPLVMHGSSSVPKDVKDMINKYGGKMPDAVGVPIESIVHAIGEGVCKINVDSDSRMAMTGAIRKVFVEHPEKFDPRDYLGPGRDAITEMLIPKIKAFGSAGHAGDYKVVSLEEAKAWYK
#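 Giardia FBPA (40 nM reagent) was preincubated 10 min at RT with compound (up to 57.5 uM final), then substrate plus GAPDH/TPI/NAD/arsenate coupling system with diaphorase/resazurin was added; resorufin fluorescence (525/598 nm) was read after 20 min.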
# Active calls of the source: *; ? = inconclusive; nt = not tested or not shown; & = joins results of further samples; [ ] = dose if it differs, or a comment. Unless noted, calls come from the whole dose curve; as a rule, active = well fitted curve in the direction sought with a large enough effect; inconclusive = small, poorly fitted or top-dose-only effect, or another doubt; inactive = no such curve, though single readings can be large; an effect the other way counts as inactive or inconclusive.
SMILES,Cycloheximide cs,HCV inhibitor,Pf growth 96h,Pf growth 48h,Shiga inhibitor,Giardia FBPA inh
O=C(Nc1ccccc1)N1CCC(O)(c2cccc(C(F)(F)F)c2)CC1,-1,-3%,?,-20%,-2,8%
COCCNC(=O)c1cc2cc(Cl)cc(Cl)c2oc1=O,-5,17%,16%,18%,21,3%
c1ccc(-c2cn(C[C@H]3CC[C@@H]([C@@H]4CC[C@H](Cn5cc(-c6ccccn6)nn5)O4)O3)nn2)nc1,4,1%,?,-7%,11,4%
Cc1cc(S(=O)(=O)Nc2cccc([N+](=O)[O-])c2)c(C)s1,-2,15%,2.1µM*,-4%,-6,1%
CN(C)c1ccc2c(c1)OC(N)=C(C#N)C2c1cccc(F)c1 (stereo unspecified),-4,?,?,13µM*,-5,-28%
CC1=CN2C(=N)/C(=C/c3ccc(C)o3)C(=O)N=C2S1,24*,34%[activator],27%,80%[activator],53*,6%
CC1CCC(NC(=O)c2ccc(-n3cncn3)c([N+](=O)[O-])c2)CC1 (stereo unspecified),nt,19%,26%,4%,nt,nt
O=C(CCC1CCCCC1)NCCN1C2=NC[C@H](Cc3ccc(O)cc3)N2C[C@H]1Cc1ccc(O)cc1,3,18%,?,?,-10,-9%
O=C(NCCc1ccccc1)C1CCC(Cn2c(=O)c3ccccc3n(Cc3cccnc3)c2=O)CC1 (stereo unspecified),-2,?,6.6µM*,12µM*,16,-9%
CCCCCCC1(C)NC(=S)N(c2ccccc2)N1 (stereo unspecified),7,-5%,-1%,3%,3,-26%
CCN(CC)c1ccc(/C=N/NC(=O)Cc2cccs2)cc1,33*,?,?,-1%,31,-10%
CCOc1ccccc1C(=O)Nc1ccc(S(=O)(=O)Nc2nccc(C)n2)cc1,-2,5%,13µM*,-10%,-5,?
Cc1cc(C(=O)OCC(=O)NC2CC2)ccc1[N+](=O)[O-],nt,6%,?,-10%,nt,nt
CCOc1ccc2nc(SCC(=O)Nc3ccc(S(=O)(=O)N4CCCC4)cc3)c(C)cc2c1,-1,?,?,?,19,-27%
c1ccc(-c2noc(C3CCC3)n2)nc1,28*,4%,77%[activator],61%[activator],50*,0%
COc1cc(-c2nnc(COC(=O)CSCC(=O)Nc3cc(C)on3)o2)cc(OC)c1OC,nt,1%,16%,?,nt,nt
O=C1N=C(N2CCOCC2)S/C1=C/c1ccc(-c2ccc(F)cc2)o1,2,?,?,?,-9,-4%
CCCCc1cc(=O)oc2cc(C)cc(OCC(=O)NCc3ccccn3)c12,-4,?,2.6µM*,2.9µM*,6,-7%
COc1ccccc1NC1CCCCC1NS(=O)(=O)c1ccc(C)cc1 (stereo unspecified),6,-19%,-11%,?,4,4%
CC(NC(=O)NNC(=O)c1ccncc1)(C(F)(F)F)C(F)(F)F,8,14%,?,33%[activator][5.75 µM],23,-7%
CCSc1nnc(NC(=O)COc2ccc3ccccc3c2)s1,2,-6%,14%,46%[activator],17,12%
Cc1ccc(S(=O)(=O)N2CCC(N3CCN(C)CC3)CC2)cc1Cl,-9,?,60%[activator],-8%,-7,-9%
O=C1NC(=Nc2ccccc2)SC1Cc1ccccc1 (stereo unspecified),1,?,-3%,69%[activator],-13,8%
COc1ccccc1NC(=O)CN1C(=O)COc2ccc(S(=O)(=O)N3CCCCCC3)cc21,-1,17%,?,?,-5,12%
O=C(N/N=C/c1cccc(OC(=O)c2ccc3c(c2)OCO3)c1)c1cncc(Br)c1,49*,11%,-28%,36%[activator],56*,1%
# Next results follow.
SMILES,Cycloheximide cs,HCV inhibitor,Pf growth 96h,Pf growth 48h,Shiga inhibitor,Giardia FBPA inh
COc1ccc(/C(C)=N/Nc2ccc(C(=O)O)cc2)c(OC)c1,61*,33%[activator],200%[activator],191%[activator],53*,-1%
COc1cc(NC(=O)C2CCCN2S(=O)(=O)c2ccc3c(c2)CC(C)N3C(C)=O)cc(OC)c1 (stereo unspecified),2,-17%,?,-19%,-2,-8%
CC1CC(NC(=O)c2c(O)nc3sccn3c2=O)CC(C)(C)C1 (stereo unspecified),nt,3%,?,13µM*,nt,nt
Cc1cc(O)cc(O)c1C=NCc1ccco1,-1,6%,0%,-17%,0,-16%
Cc1ccn2c(=O)nc(SCC(=O)NC3CCCC3)nc2c1,nt,-6%,4%,-30%,nt,nt
Cn1c(=O)[nH]c(=O)c2c1nc(CN1CCN(c3ccc(F)cc3)CC1)n2CCN1CCOCC1,-1,10%,13%,7%,5,3%
Fc1ccc(-n2cc(-c3ccccc3)c3c(=S)nc[nH]c32)cc1,-2,?,?,?,-2,?
COc1ccc(NC(=O)NC(=O)c2ccccc2)cc1,25*,23%,133%[activator],283%[activator],nt,-2%
Cc1c(NC(=O)C2CCCN2S(=O)(=O)c2cccc3nsnc23)cccc1C(=O)O (stereo unspecified),-3,-2%,9.3µM*,nt,-4,0%
O=C(CN1C(=O)NC2(CCCCC2)C1=O)N1CCOCC1,nt,30%,-5%,10%,nt,nt
CCNc1c(NC(=O)C2CCC(C)CC2)c(=O)oc2ccccc12 (stereo unspecified),-1,0%,-1%,?,-8,0%
CN(C)c1ccc(-c2nnn(Cc3ccccc3Br)n2)cc1,17*,0%,?,?,27,4%
Cc1cccc(-n2c(CCN3C(=O)c4ccccc4C3=O)nc3ccccc3c2=O)n1,-1,12%,99%[activator],-21%,-1,2%
N#CC(C#N)=Cc1cc(O)c(O)c([N+](=O)[O-])c1,37*,nt,nt,nt,28,-28%
COc1cc(C(=O)Nc2cccc(NC(=O)c3cccs3)c2)cc(OC)c1OC,-2,?,40%[activator],?,9,3%
O=C(COc1ccc(Cl)cc1)NCCCNC(=O)c1ccccn1,4,2%,17%,?,3,-6%
COc1cccc(N=C2C(=O)N3CCCc4cccc2c43)c1,14,-24%,15%,20%,14,-12%
Cn1c(=NC(=O)c2ccc3c(c2)OCCO3)sc2cc(S(C)(=O)=O)ccc21,3,0%,?,19%,2,1%
COC(=O)c1ccc2c(c1)N(Cc1cc(C)ccc1C)C(=O)c1ccccc1S2=O (stereo unspecified),-3,-8%[8.37 µM],-26%,1%,-13,1%
Cn1c(SCC(=O)N2CCCc3ccccc32)nnc1-c1ccco1,-2,?,2%,-1%,-8,2%
O=C(c1ccccc1)N(c1ccccc1)C1C=CS(=O)(=O)C1 (stereo unspecified),-3,9%,26%,10%,-15,14%
CC(C)(C)Nc1nc(NN)nc(NC(C)(C)C)n1,-1,?,?,?,-23,7%
COc1cc(OC)c2c(-c3ccccc3)cc(=O)oc2c1C(CC(=O)N1CCCC1)c1ccc(N(C)C)cc1 (stereo unspecified),10,nt,nt,nt,-10,-4%
O=C(NCCc1ccc(F)cc1)c1cc2ccccc2oc1=O,8,20%,-9%,11%,-14,nt
COc1ccc(-c2c[n+](CC(=O)OC3CC(C)CCC3C(C)C)c3n2CCC3)cc1 (stereo unspecified),-1,?,?,?,-16,3%
# Additional compounds follow.
SMILES,Cycloheximide cs,HCV inhibitor,Pf growth 96h,Pf growth 48h,Shiga inhibitor,Giardia FBPA inh
CN(CCn1ccnc1)Cc1cn(-c2ccccc2)nc1-c1ccc2c(c1)OCO2,-2,-2%,45%[activator],?,13,12%
O=C(CN1CCN(Cc2ccccc2)CC1)NC(c1ccccc1)c1ccccc1,-3,1%,15µM*,?,-7,?
COc1ccc(CN2CCNC(=O)C2CC(=O)NCCc2nc(C)c(C)s2)cc1C (stereo unspecified),1,1%,-27%,-15%,-6,-15%
O=C(CSc1nnc(NC(=O)c2cc(Br)ccc2Cl)s1)NCC1CCCO1 (stereo unspecified),-2,-2%,-24%,0%,3,nt
COc1ccc(C(=O)NCc2cccnc2)cc1Br,1,10%,-13%,nt,-14,-1%
CC(C)Oc1ccc(CCN=C(N)N=C(N)N)cc1Cl,29*,-18%,?,9%,51*,4%
N#CC(C#N)=NNc1ccc([N+](=O)[O-])cc1,2,11µM*,?,?,24,1%
O=c1[nH]c(NC2CCCCC2)nnc1Cc1ccccc1,7,12%,?,?,-17,-3%
COC(=O)c1sccc1NC(=O)c1ccc(Cl)cc1,-1,-10%,25%,13%,-3,9%
CC1CCCC(NC(=O)COC(=O)c2ccc(Cl)nc2)C1C (stereo unspecified),nt,21%,-18%,-9%,nt,nt
COC(=O)CSc1nc2cc(OC)ccc2cc1C#N,53*,-11%,nt,200%[activator],68*,7%
Cc1ccc(C(=O)N2CCC(C(=O)NCc3ccco3)CC2)cc1,-5,20%,?,25%,-6,nt
C=CCSc1nnc(NC(=O)c2cn(CC)c3nc(C)ccc3c2=O)s1,3,-26%,?,-27%,-6,-6%
CCOC(=O)C1(Cc2cccc(F)c2)CCN(C(=O)c2cnccn2)CC1,-3,15%,?,11%,-14,2%
Cc1ccc(N2C(=O)CS/C2=N\C(=S)Nc2ccccc2)cc1,18,-20%,4.1µM*,-19%,51,4%
Cc1ccc(NC(=O)CN(C)C(=O)c2ccc(OCc3c(C)noc3C)cc2)cc1,nt,?,?,7%,nt,nt
CC12CCC(C(=O)N3CCN(c4ncccn4)CC3)(c3nc4ccccc4nc31)C2(C)C (stereo unspecified),-2,9%&21%,9%,12µM*,-11,-1%

# Among those listed so far, 13 contain an aryl methoxy group:
SMILES,Cycloheximide cs,HCV inhibitor,Pf growth 96h,Pf growth 48h,Shiga inhibitor,Giardia FBPA inh
COc1cc(-c2nnc(COC(=O)CSCC(=O)Nc3cc(C)on3)o2)cc(OC)c1OC,nt,1%,16%,?,nt,nt
COc1ccccc1NC1CCCCC1NS(=O)(=O)c1ccc(C)cc1 (stereo unspecified),6,-19%,-11%,?,4,4%
COc1ccccc1NC(=O)CN1C(=O)COc2ccc(S(=O)(=O)N3CCCCCC3)cc21,-1,17%,?,?,-5,12%
COc1ccc(/C(C)=N/Nc2ccc(C(=O)O)cc2)c(OC)c1,61*,33%[activator],200%[activator],191%[activator],53*,-1%
COc1cc(NC(=O)C2CCCN2S(=O)(=O)c2ccc3c(c2)CC(C)N3C(C)=O)cc(OC)c1 (stereo unspecified),2,-17%,?,-19%,-2,-8%
COc1ccc(NC(=O)NC(=O)c2ccccc2)cc1,25*,23%,133%[activator],283%[activator],nt,-2%
COc1cc(C(=O)Nc2cccc(NC(=O)c3cccs3)c2)cc(OC)c1OC,-2,?,40%[activator],?,9,3%
COc1cccc(N=C2C(=O)N3CCCc4cccc2c43)c1,14,-24%,15%,20%,14,-12%
COc1cc(OC)c2c(-c3ccccc3)cc(=O)oc2c1C(CC(=O)N1CCCC1)c1ccc(N(C)C)cc1 (stereo unspecified),10,nt,nt,nt,-10,-4%
COc1ccc(-c2c[n+](CC(=O)OC3CC(C)CCC3C(C)C)c3n2CCC3)cc1 (stereo unspecified),-1,?,?,?,-16,3%
COc1ccc(CN2CCNC(=O)C2CC(=O)NCCc2nc(C)c(C)s2)cc1C (stereo unspecified),1,1%,-27%,-15%,-6,-15%
COc1ccc(C(=O)NCc2cccnc2)cc1Br,1,10%,-13%,nt,-14,-1%
COC(=O)CSc1nc2cc(OC)ccc2cc1C#N,53*,-11%,nt,200%[activator],68*,7%

# A run of entries from further up:
SMILES,Cycloheximide cs,HCV inhibitor,Pf growth 96h,Pf growth 48h,Shiga inhibitor,Giardia FBPA inh
Cc1ccc(C(=O)N2CCC(C(=O)NCc3ccco3)CC2)cc1,-5,20%,?,25%,-6,nt
C=CCSc1nnc(NC(=O)c2cn(CC)c3nc(C)ccc3c2=O)s1,3,-26%,?,-27%,-6,-6%
